# SMN2 splice up: enhancers of SMN2 splice variant expression. 210,000 tested, 2.8% active. Potency, µM (top dose mostly 46.1 µM), for inactives: at the top dose activity change, positive = activation, usual class: activators. AID 1458. HEK293 SMN2-luciferase splicing reporter, luminescence, 30-36 h; also: % of control where 0% means no effect; nearly all actives have a fitted effect of over 55% in size
#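 HEK293 cells carry an SMN2 minigene-luciferase reporter in which exon 7 inclusion puts luciferase in frame. Cells were seeded at 2000 cells/well, attached for 10-12 hours, then exposed to compounds for 30-36 hours at 37C before ONE-Glo luminescence.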
# Tau fluor cs: counter-screen for tau fibril formation inhibitors; Potency, µM (titrated, usually from 57.7 µM), inactives show top-dose activity change, negative = decrease; 280,000 tested, 0.93% active; tau K18 P301L Alexa594 fluorescence, heparin fibrillization; also: % is scaled to controls: 0 for no effect and ±100 for the full control effect; nearly all actives have a fitted effect of over 55% in size
#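 Human tau K18 P301L (15 uM unlabeled, 0.24 uM Alexa 594-labeled) in 100 mM sodium acetate pH 7 with 20 uM heparin, 6 hr at 37 C. ThT 30 uM added, 1 hr ambient; Alexa 594 FP and total fluorescence read at 555/632 nm.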
# Tau fibril FP: blocks human tau fibril formation measured by polarization; P10636; K18 P301L tau heparin fibrillization, Alexa594 FP, 6 h; Potency, µM (titrated, usually from 57.7 µM), for the others: at the top dose activity, negative = inhibition, hits mostly inhibitors; 280,000 tested, 0.39% active; AID 1468; also: % is scaled to controls: 0 for no effect and ±100 for the full control effect; nearly all actives have a fitted effect of over 55% in size
# Target sequence (P10636 561-689 P618L limits assumed): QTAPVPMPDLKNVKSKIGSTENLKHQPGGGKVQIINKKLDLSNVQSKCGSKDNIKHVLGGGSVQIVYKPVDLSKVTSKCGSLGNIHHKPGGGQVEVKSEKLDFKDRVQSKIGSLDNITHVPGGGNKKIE
#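 Recombinant K18 P301L […], labeled with Alexa 594 at 0.24 uM over 15 uM unlabeled; heparin inducer 20 uM final; 37 C, 6 hr; FP endpoint.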
# HTT ATP protect: Huntington cell model cytoprotection by ATP luminescence; PC12 HTT-Q103 induced, cytoprotection, ATP luminescence, 40 h; Potency, µM (highest dose often 56.4 µM), without a hit: cytoprotection (ATP increase), usual class: activators; 230,000 tested, 0.14% active; AID 1471;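 also: % of control where 0% means no effect; nearly all actives have a fitted effect of over 45% in size; toxic huntingtin expression switched on by the ecdysone agonist tebufenozide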
#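 Quantitative HTS on tebufenozide-induced (100 nM) PC12 cells expressing HTTQ103 exon 1–GFP; compounds tested as a concentration series; survival measured via cellular ATP.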
# HTT aggregate: reduces HttQ103-GFP aggregates in PC12 cells. 220,000 tested, 1.1% active. Potency, µM (highest dose often 46.1 µM), inactives show top-dose activity change, negative = inhibition, usual class: inhibitors. PC12 HttQ103-GFP aggregates, Acumen cytometry, 40 h; also: % is scaled to controls: 0 for no effect and ±100 for the full control effect; nearly all actives have a fitted effect of over 60% in size
#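 PC12 cells with ecdysone-inducible HTT exon1 Q103-GFP, induced by 100 nM tebufenozide, given compounds in a concentration series. GFP aggregates (1–25 um, 6 SD above background) counted in lysates by laser-scanning cytometry, 488 nm excitation.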
# Tau ThT inhib: blocks human tau fibril formation measured by thioflavin T | 270,000 tested, 2.1% active | Potency, µM (doses to about 57.4 µM), for inactives: at the top dose activity, negative = inhibition, most hits filed as inhibitors | AID 1460 | recombinant tau K18 P301L (four-repeat tau fragment), heparin-induced fibrillization, ThT fluorescence; also: % is scaled to controls: 0 for no effect and ±100 for the full control effect; nearly all actives have a fitted effect of over 55% in size
#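 Aggregation was driven by heparin (20 uM final) acting on recombinant tau […] bearing P301L in 100 mM sodium acetate pH 7; fibrils were detected with Thioflavin T.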
# ALDH1A1 block: inhibitors of human aldehyde dehydrogenase 1A1; P00352; Purified ALDH1A1, NADH fluorescence, propionaldehyde substrate; Potency, µM (top dose mostly 75.3 µM), without a hit: at the top dose activity, negative = inhibition, hits mostly inhibitors; 220,000 tested, 7.3% active; AID 1030; active = well fitted inhibition curve with a large enough effect, not every such curve was filed as active; inconclusive = small, poorly fitted or top-dose-only effect, or another doubt; inactive = no such curve, though single readings can be large or run the other way;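 also: plate controls were no enzyme wells and a reference inhibitor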
# Target sequence (P00352 whole entry, looked up): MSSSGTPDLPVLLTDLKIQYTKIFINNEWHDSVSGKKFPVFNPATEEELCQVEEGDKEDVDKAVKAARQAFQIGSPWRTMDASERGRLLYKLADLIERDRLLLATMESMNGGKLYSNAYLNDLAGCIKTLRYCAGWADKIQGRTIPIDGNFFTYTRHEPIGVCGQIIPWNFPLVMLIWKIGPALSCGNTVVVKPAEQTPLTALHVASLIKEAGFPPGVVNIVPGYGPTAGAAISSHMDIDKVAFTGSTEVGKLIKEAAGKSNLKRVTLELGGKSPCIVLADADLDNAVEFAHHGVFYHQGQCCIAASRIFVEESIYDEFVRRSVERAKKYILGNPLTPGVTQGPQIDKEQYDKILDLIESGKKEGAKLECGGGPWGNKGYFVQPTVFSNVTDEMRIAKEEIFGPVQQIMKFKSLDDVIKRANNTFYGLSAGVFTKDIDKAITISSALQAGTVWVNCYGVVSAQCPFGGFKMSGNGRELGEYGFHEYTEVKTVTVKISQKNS
# * hit, by the source's call; ? = inconclusive; . = no result given; [ ] = remark or other dose. Unless noted, calls follow the shape of the dose curve; as a rule, active = well fitted curve in the direction sought with a large enough effect; inconclusive = small, poorly fitted or top-dose-only effect, or another doubt; inactive = no such curve, though single readings can be large; an effect the other way counts as inactive or inconclusive. Potency is read from the fitted curve at half-maximal effect.
SMILES | Tau fibril FP | ALDH1A1 block | Tau fluor cs | SMN2 splice up | Tau ThT inhib | HTT ATP protect | HTT aggregate
C[C@@]12CCC(=O)C=C1CC[C@H]1[C@H]3CC[C@](O)(C(=O)CO)[C@]3(C)CC[C@@H]12 | . | . | . | . | . | -20%[1.9 µM] | .
Nc1ccc(S(=O)(=O)NCc2ccccc2)cc1 | . | . | . | . | . | ? | -3%
CN1CCN(C(=O)C2CCCCC2)CC1 | . | . | . | . | . | ? | 5%
CC1CCc2c(N3CCC(O)CC3)c(F)cc3c(=O)c(C(=O)O)cn1c23 (centres undefined) | . | . | . | . | . | -6% | -1%
CCN1CC(CCN2CCOCC2)C(c2ccccc2)(c2ccccc2)C1=O (centres undefined) | . | . | . | . | . | 15% | 29%
O=C(OC1C[C@@H]2CC3C[C@H](C1)N2CC3=O)c1c[nH]c2ccccc12 (some centres undefined) | . | . | . | . | . | -30% | -14%
CC(=O)N(CC(O)CO)c1c(I)c(C(=O)NCC(O)CO)c(I)c(C(=O)NCC(O)CO)c1I (centres undefined) | . | . | . | . | . | -6% | 14%
COC(=O)c1ccccc1C(=O)c1ccc(OCCN2CCCCC2)cc1 | . | . | . | . | . | 3% | 5%
Cc1c(C(C)C)c(=O)n(-c2ccccc2)n1C | . | . | . | . | . | ? | 9%
Nc1ncnc(Nc2ccccc2)n1 | . | . | . | . | . | -35% | -3%
CCN(CC)S(=O)(=O)c1ccc(C(=O)O)cc1 | . | . | . | . | . | ? | 3%
CCCC(=O)O[C@]1(C(=O)CCl)[C@H](C)C[C@@H]2[C@H]3CCC4=CC(=O)C=C[C@]4(C)[C@@]3(F)C(=O)C[C@@]21C | . | . | . | . | . | -11% | 2%
O=C(Nc1ccc([N+](=O)[O-])cc1)Nc1ccc([N+](=O)[O-])cc1 | . | . | . | . | . | -44% | 11%
OCCOCCOCCO | . | . | . | . | . | ? | -7%
CN1CCN(c2cc3c(cc2F)c(=O)c(C(=O)O)cn3-c2ccc(F)cc2)CC1 | . | . | . | . | . | ? | -1%
CCCCN(CCCC)CC(O)c1cc(Cl)cc2c1-c1ccc(Cl)cc1/C2=C/c1ccc(Cl)cc1 (centres undefined) | . | . | . | . | . | 10% | 7%
COc1ccccc1OC(=O)Oc1ccccc1OC | . | . | . | . | . | 34% | 13%
CCCCCCCCCCOCC(O)CN (centres undefined) | . | . | . | . | . | -26% | ?
c1ccc(CNCCNCc2ccccc2)cc1 | . | . | . | . | . | 12% | 27%
C[C@@H]1O[C@@H](O[C@@H]2[C@@H](O)[C@H](OCCc3ccc(O)c(O)c3)O[C@H](CO[C@@H]3O[C@H](CO)[C@@H](O)[C@H](O)[C@H]3O)[C@H]2OC(=O)/C=C/c2ccc(O)c(O)c2)[C@H](O)[C@H](O)[C@H]1O | . | ? | . | -5% | . | -52%[inhibitor] | .
COc1ccc2c(CNCCc3ccccc3OC)c(C(=O)O)n(Cc3ccc(F)cc3Cl)c2c1 | 4% | . | -15% | . | ? | . | .
COc1cc(C(=O)NC(c2ccccc2Cl)c2cc(Cl)c3cccnc3c2O)cc(OC)c1OC (centres undefined) | 0% | . | 1% | . | -6% | . | .
CCOc1ccccc1NC(=O)CSc1nc2ccccc2c2nc(CCn3cncc3C)nn12 | 12% | . | 5% | . | -11% | . | .
COc1ccc(NC(=O)C2CCCN(c3nnc(C)c4c(C)n(-c5ccccc5)nc34)C2)cc1Cl (centres undefined) | -1% | . | -17% | . | -13% | . | .
Cc1cc(NC(=O)C2CCN(S(=O)(=O)c3ccc4[nH]c(=O)oc4c3)CC2)ccc1Br | ? | . | ? | . | 0% | . | .
Cc1ccc(CNC(=O)C2CCN(S(=O)(=O)c3c(C)noc3/C=C/c3ccccc3F)CC2)o1 | 0% | . | -6% | . | 0% | . | .
Cc1cc(Cl)ccc1NC(=O)Cn1nc(C)c2c(C)n(-c3ccccc3)nc2c1=O | 2% | . | -8% | . | 2% | . | .

# Structures shown so far that have an aryl methoxy group, in the order listed:
SMILES | Tau fibril FP | ALDH1A1 block | Tau fluor cs | SMN2 splice up | Tau ThT inhib | HTT ATP protect | HTT aggregate
COc1ccccc1OC(=O)Oc1ccccc1OC | . | . | . | . | . | 34% | 13%
COc1ccc2c(CNCCc3ccccc3OC)c(C(=O)O)n(Cc3ccc(F)cc3Cl)c2c1 | 4% | . | -15% | . | ? | . | .
COc1cc(C(=O)NC(c2ccccc2Cl)c2cc(Cl)c3cccnc3c2O)cc(OC)c1OC (centres undefined) | 0% | . | 1% | . | -6% | . | .
COc1ccc(NC(=O)C2CCCN(c3nnc(C)c4c(C)n(-c5ccccc5)nc34)C2)cc1Cl (centres undefined) | -1% | . | -17% | . | -13% | . | .

# 3 entries from above, with two lines to a compound:
# Each structure is followed by: Tau fibril FP, ALDH1A1 block, Tau fluor cs, SMN2 splice up, Tau ThT inhib, HTT ATP protect, HTT aggregate
CN1CCN(c2cc3c(cc2F)c(=O)c(C(=O)O)cn3-c2ccc(F)cc2)CC1
→ ., ., ., ., ., ?, -1%
CCCCN(CCCC)CC(O)c1cc(Cl)cc2c1-c1ccc(Cl)cc1/C2=C/c1ccc(Cl)cc1 (centres undefined)
→ ., ., ., ., ., 10%, 7%
COc1ccccc1OC(=O)Oc1ccccc1OC
→ ., ., ., ., ., 34%, 13%

# Pulled one by one from the entries so far, 3 records:
SMILES | Tau fibril FP | ALDH1A1 block | Tau fluor cs | SMN2 splice up | Tau ThT inhib | HTT ATP protect | HTT aggregate
Cc1cc(NC(=O)C2CCN(S(=O)(=O)c3ccc4[nH]c(=O)oc4c3)CC2)ccc1Br | ? | . | ? | . | 0% | . | .
COc1ccc(NC(=O)C2CCCN(c3nnc(C)c4c(C)n(-c5ccccc5)nc34)C2)cc1Cl (centres undefined) | -1% | . | -17% | . | -13% | . | .
COc1cc(C(=O)NC(c2ccccc2Cl)c2cc(Cl)c3cccnc3c2O)cc(OC)c1OC (centres undefined) | 0% | . | 1% | . | -6% | . | .

# The list is partial; rates above refer to the full screens.
